Source: PubChem BioAssay (several laboratories)
PPC-1+TRAIL kill: PPC-1 cancer cell killing with TRAIL present; PPC-1 cells + TRAIL, ATPLite viability luminescence; cell killing (% activity), % at 4 µM; 220,000 compounds, 0.41% hits;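 active means cell killing above 50% in the first pass at 4 µM, then a duplicate retest at 5 µM averaging 50% or more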;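 further: plate controls were cells with TRAIL plus DMSO for no effect and medium-only wells lacking cells for full effect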
Furin inhibitor: blocks human furin protease activity | P09958 | purified furin, fluorogenic substrate cleavage | inhibition, % at 30 µM | 220,000 compounds, 0.061% hits; in the data active means inhibition above about 25%; further: inactives centre near -15
p47phox inh: blocks human p47phox regulatory protein of NADPH oxidases | 220,000 compounds, 0.53% hits | inhibition, % at 24.7 µM | p47phox/p22phox peptide binding, fluorescence polarization, 2 h | P14598;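 active means inhibition above about 30%, limit read from the data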;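 further: 0% = p47phox with labelled peptide and 100% = labelled peptide alone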
Target sequence (P14598 whole entry, looked up): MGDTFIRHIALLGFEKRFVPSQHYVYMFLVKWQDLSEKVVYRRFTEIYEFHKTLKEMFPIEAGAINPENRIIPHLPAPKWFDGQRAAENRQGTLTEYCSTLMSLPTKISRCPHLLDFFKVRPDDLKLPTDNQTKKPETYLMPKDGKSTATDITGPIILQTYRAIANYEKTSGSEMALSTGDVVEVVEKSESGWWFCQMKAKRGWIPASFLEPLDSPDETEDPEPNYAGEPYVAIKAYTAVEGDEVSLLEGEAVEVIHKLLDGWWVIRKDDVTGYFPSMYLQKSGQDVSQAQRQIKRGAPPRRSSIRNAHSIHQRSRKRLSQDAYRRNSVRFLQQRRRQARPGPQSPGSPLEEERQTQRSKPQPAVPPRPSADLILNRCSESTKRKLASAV
PGE2 EP2 inh: EP2 receptor (human) inhibition. P43116. C6 glioma cells expressing human EP2, cAMP TR-FRET; cells stimulated with saturating PGE2. inhibition, % at 25 µM. 260,000 compounds, 0.52% hits. AID 1422;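 active means percent inhibition above 40 after rounding to a whole number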;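 further: rat C6 glioma host cells with rolipram phosphodiesterase inhibitor present; the protocol text gives 20 µM as final concentration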
Target sequence (P43116 whole entry, looked up): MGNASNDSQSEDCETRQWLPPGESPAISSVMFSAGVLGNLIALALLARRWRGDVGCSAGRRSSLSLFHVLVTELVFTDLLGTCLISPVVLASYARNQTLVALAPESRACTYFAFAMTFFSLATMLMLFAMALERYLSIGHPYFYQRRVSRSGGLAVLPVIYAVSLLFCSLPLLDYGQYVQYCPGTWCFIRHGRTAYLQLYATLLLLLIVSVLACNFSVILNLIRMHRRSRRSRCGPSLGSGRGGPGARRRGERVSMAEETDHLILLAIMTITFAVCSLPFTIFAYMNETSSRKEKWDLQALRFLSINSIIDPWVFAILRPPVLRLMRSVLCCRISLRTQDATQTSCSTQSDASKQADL
TbHK1 inh: blocks Trypanosoma brucei hexokinase 1 activity. recombinant TbHK1, G6PDH-coupled NADH A340. inhibition, % at 10 µM. 220,000 compounds, 0.11% hits;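 active means inhibition of 50% or more in the single-dose primary screen; inactive means inhibition below 50%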
RBBP9 inhibitor: human RBBP9 hydrolase inhibition; recombinant RBBP9, FP-Rh probe fluorescence polarization; AID 1515; O75884; inhibition, % at 7.94 µM; 220,000 compounds, 0.2% hits;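 active means inhibition above the campaign mean of all tested compounds plus 3 SD, cut at about 14% in these data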;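 further: plate controls were DMSO wells with RBBP9 for no effect and wells lacking RBBP9 protein for full effect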
Target sequence (O75884 whole entry, looked up): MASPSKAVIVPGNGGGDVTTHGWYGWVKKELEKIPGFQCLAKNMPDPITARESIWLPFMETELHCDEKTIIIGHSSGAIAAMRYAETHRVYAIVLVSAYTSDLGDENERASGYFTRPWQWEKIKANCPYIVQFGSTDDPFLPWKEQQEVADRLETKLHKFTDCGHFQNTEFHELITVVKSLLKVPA
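Material: RBBP9 protein. Amount: RBBP9 at 2.5 µM in dispensed solution, before mixing. Schedule: 30 min then 45 min, 25 °C. Medium: Tris buffer pH 8.0, NaCl, Pluronic. Measured by: fluorescence polarization. Measure: percent inhibition from mP, scaled between DMSO and no-protein wells. Replication: one well per compound.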
Ba/F3 V617F tox: lowers viability of Ba/F3 cells expressing EpoR and JAK2V617F | ATP luminescence | inhibition, % at 5.6 µM | 220,000 compounds, 1.1% hits | AID 1446;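 active means inhibition above the campaign mean plus 3 SD over all tested compounds, cut at about 24% in these data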;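 further: cytokine-independent growth of Ba/F3 cells driven by EpoR plus mutant JAK2; 0% = DMSO-treated cells and 100% = JAK inhibitor I control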
BaF3 parental: reduces parental Ba/F3 cell viability, JAK2V617F counter-screen; inhibition, % at 5.6 µM; AID 1486; CellTiter-Glo ATP luminescence; 220,000 compounds, 1.1% hits;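 active means inhibition above a per-campaign cutoff, the mean inhibition of all tested compounds plus 3 SD, cut at about 27% in these data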;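 further: 0% = DMSO wells and 100% = JAK Inhibitor I control wells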
p97 ATPase inh: inhibitors of human p97 ATPase | recombinant p97 ATPase, Kinase-Glo ATP luminescence, 3 h | inhibition, % at 8 µM | 220,000 compounds, 0.42% hits; in the data active means inhibition above about 15%;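 further: 0% = DMSO vehicle and 100% = wells lacking enzyme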
* hit, by the source's call; · = no result given; & = joins results of further samples; [ ] = remark or other dose.

Preview:
no.	canonical_smiles	p47phox inh	RBBP9 inhibitor	BaF3 parental	Furin inhibitor	PGE2 EP2 inh	p97 ATPase inh	TbHK1 inh	PPC-1+TRAIL kill	Ba/F3 V617F tox
1	COCc1cc(C)nc(Nc2ccccc2C)c1C#N	1	3	1	-7[20 µM]	13	-7	-7	11	-2
2	Cc1ccc(C(=O)NCC(c2ccc(F)cc2)N2CCOCC2)cc1 (stereo not given)	-6	5	0	-7	8	6	-16	15	-4
3	Cc1cccc(NC(=O)CSc2cc(C(=O)c3nccn3C)c3ccccc3n2)c1	-9	-11	7	-1	6	-6	-7	-6	3
4	Nc1nn(-c2cccc(F)n2)cc1-c1ccccc1	-9	-6	1	-12	11	-5	-1	25	4
5	COc1ccc(-c2cc(N)n(S(=O)(=O)Cc3ccccc3)n2)c(OC)c1	-3	-1	6	-25	7	3	-3	6	0

All compounds of this part, from the start:
no.	canonical_smiles	p47phox inh	RBBP9 inhibitor	BaF3 parental	Furin inhibitor	PGE2 EP2 inh	p97 ATPase inh	TbHK1 inh	PPC-1+TRAIL kill	Ba/F3 V617F tox
1	COCc1cc(C)nc(Nc2ccccc2C)c1C#N	1	3	1	-7[20 µM]	13	-7	-7	11	-2
2	Cc1ccc(C(=O)NCC(c2ccc(F)cc2)N2CCOCC2)cc1 (stereo not given)	-6	5	0	-7	8	6	-16	15	-4
3	Cc1cccc(NC(=O)CSc2cc(C(=O)c3nccn3C)c3ccccc3n2)c1	-9	-11	7	-1	6	-6	-7	-6	3
4	Nc1nn(-c2cccc(F)n2)cc1-c1ccccc1	-9	-6	1	-12	11	-5	-1	25	4
5	COc1ccc(-c2cc(N)n(S(=O)(=O)Cc3ccccc3)n2)c(OC)c1	-3	-1	6	-25	7	3	-3	6	0
6	CN(CC(=O)Nc1cccc2c1CCCC2)S(=O)(=O)c1ccccc1	-10	-6	6	-8	10	-3	2	10	1
7	S=C1N[C@H]2CCCC[C@@H]2N1	1	-7	-4	-22	8	2	-3	-10	0
8	CN1CCN(/C(=N\O)c2nonc2N)CC1	-5	0	-3	-27	9	5	-1	23	-5
9	C=CCc1ccccc1OCC(=O)N/N=C/c1ccccc1OCC	-11	-11	6	-34	6	0	-4	0	-1
10	CC(C)c1nnc(NC(=O)C2CCCN2C(=O)Nc2ccccc2F)s1 (stereo not given)	-3	-13	1	-8	4&8	-7	4	20	2
11	Cc1cc(=O)oc2cc(OC(C)C(=O)NCC3CCCO3)ccc12 (stereo not given)	15	2	5	-22	5	0	-6	8	5
12	CN(C(N)=S)c1ccccc1	-9	4	1	-30[20 µM]	13	3	4	-37	0
13	CN1CCN(CCCNC(=O)Cn2ncc3c4ccccc4n(C)c3c2=O)CC1	-2	-2	6	-8	13	0	-7	-9	5
14	CC(=O)Nc1cccc(/C(C)=N/NS(=O)(=O)c2ccccc2)c1	-6	0	17	-27	5	2	-4	9	4
15	COc1cc(/C=C(\C#N)C(=O)N2CCOCC2)ccc1OCc1ccccc1	-5	0	8	-18	3	-1	-10	10	-1
16	CC(=O)N1N=C(c2ccc(C(C)(C)C)cc2)OC1(C)C	8	-4	-3	-12	8	4	-8	6	-5
17	Cc1ccccc1C(=O)N1CCC(C(=O)Nc2nccs2)CC1	-6	-1	7	-14	2	-2	10	9	2
18	COc1cc(S(=O)(=O)Nc2ccc(Br)cc2)ccc1N	-2	-3	5	-25	1	2	-12	-3	1
19	CC(C)(C)C1CCc2sc(-c3nnc(CCl)o3)cc2C1 (stereo not given)	-20	0	2	-24	6	4	1	3	-1
20	CC1CN/C(=C\C(=O)c2ccc(Br)cc2)C(=O)N1 (stereo not given)	-3	-7	5	-17	10	-1	-17	34	2
21	O=C(NCCc1cn2ccsc2n1)C1CCCCC1	-13	-1	4	-20	10	-7	-14	3	-3
22	CCN(CC)S(=O)(=O)c1ccc2c(c1)c(=O)c(C(=O)N1CCc3ccccc3C1)cn2C	-5	3	1	-2	10	-2	-16	11	-2
23	Cn1c(O)c(C2=c3ccccc3=NC2=O)sc1=Nc1ccc(Cl)cc1	-10	8	2	-1[20 µM]	18	4	0	-4	-1
24	CC(C)c1ccc(/C=C2\Oc3c(ccc(O)c3CN3CCN(C)CC3)C2=O)cc1	-20	-5	8	-7	11	2	-10	2	0
25	Clc1ccc(CSc2ccc(-c3ccco3)nn2)cc1	-6	-6	3	-25	18	-1	-12	8	0
26	CC(C)Cn1c(-c2cccs2)nc2ccccc21	-10	0	5	-14[20 µM]	3	-1	-10	-17	-2
27	Cc1nn(-c2ccc(Cl)cc2)c2[nH]c(=O)c(CNCc3ccc4c(c3)OCO4)cc12	2	-2	9	-28	11	6	4	-2	-1
28	O=C(Nc1scc(-c2ccccc2)c1C(=O)O)c1ccco1	-3	-9	2	3	7	-1	-23	19	1
29	C/C(=N\N=C(N)N)c1cccc(Cl)c1	-6	0	6	-16	11	1	0	35	2
30	CC1(OC(=O)C2CCCC2)C(=O)C=C2C=C(c3ccsc3)N(CCCCO)C=C2C1=O (stereo not given)	30*	·	·	-7	14	·	-37	-14	·
31	COc1ccccc1CNC(=O)Cn1cc2c(n1)CCCC2	-12	-3	9	-26	9	0	-3	5	1
32	CCN(CC)S(=O)(=O)c1cccc(C(=O)N[C@H](C(=O)Nc2nc3ccc(F)cc3s2)C(C)C)c1	-19	1	1	-21	5	4	3	20	66*
33	O=C(NCN1CCN(c2ccccc2F)CC1)c1ccccc1	-4	-2	8	-7	5	-2	5	4	5
34	COc1ccc(/C=C2\SC(=O)N(CCNC(=O)Cc3coc4cc(OC)ccc34)C2=O)cc1	-8	-13	2	-1	1	-5	30	0	2
35	CCOC(=O)N1CCN(C(=O)CSc2nnc(Cc3ccccc3)o2)CC1	-22	1	13	-6	2	-6	4	3	5
36	Cc1ccc(S(=O)(=O)Nc2ccc(NC(=O)c3c(F)c(F)c(F)c(F)c3F)cc2)cc1	-16	-13	5	-13	27	4	1	11	-2
37	Cc1onc(-c2ccccc2Cl)c1C(=O)N1CCc2ccccc21	-6	-7	10	-14[20 µM]	12	-2	3	19	3
38	Cc1cc(C)nc(NS(=O)(=O)c2ccc(NC(=O)NC3CCCCC3)cc2)n1	-10	-8	5	-13[20 µM]	5	-1	-2	-8	-1
39	Nc1cccc(S(=O)(=O)NC2=NCCC2)c1	0	0	3	-11[20 µM]	15	3	1	-7	0
40	C#CCOc1nc(Nc2cccc([N+](=O)[O-])c2)nc(OCC#C)n1	3	-5	3	-11	5	1	6	12	5
41	COc1ccc(CNC(=O)CSc2nnnn2C)cc1OC	-8	-6	6	-17	6	1	-1	14	4
42	Cc1ccc(NC(=S)N2CCN(C(=O)c3ccccc3)CC2)c(C)c1	2	2	1	-23	4	3	-2	25	-4
43	Cc1[nH]n(-c2cccc3ccccc23)c(=O)c1/C=N/c1sc2c(c1C#N)CCC2	-6	-2	-2	-2[20 µM]	15	2	0	6	-2
44	CC(=O)N1C(=O)/C(=C2\SC(=S)N(NS(=O)(=O)c3ccc(C)cc3)C2=O)c2ccccc21	-40	2	7	-9	1	5	5	6	0
45	CC(C)(C)NC(=O)CN(Cc1ccc2c(c1)OCO2)C(=O)CNC(=O)c1cccs1	2	-1	1	-8	4	4	-1	11	-2
46	O=C(NCCO)c1cccc(S(=O)(=O)N2CCCCC2)c1	-15	9	94*	-20	1	1	5	29	1
47	CCOC(=O)N1CCN(CCC(=O)Nc2ccc(Br)cc2)CC1	3	-9	4	-4[20 µM]	9	-1	-5	13	0
48	COc1ccc(NC(=O)C2CCN(C(=O)c3ccc(OC)cc3)CC2)cc1	2	-3	4	-12[20 µM]	10	-1	-1	22	-2
49	Cc1nc(-c2cccc(S(=O)(=O)N3CCCCC3)c2)cs1	-15	4	-3	-17	6	1	-15	11	0
50	CSc1nnnn1-c1c(C)cccc1C	-5	-4	0	-20	8	7	-5	10	-5

3 structures from above, ordered by molecular weight, high to low.
no.	canonical_smiles	p47phox inh	RBBP9 inhibitor	BaF3 parental	Furin inhibitor	PGE2 EP2 inh	p97 ATPase inh	TbHK1 inh	PPC-1+TRAIL kill	Ba/F3 V617F tox
46	O=C(NCCO)c1cccc(S(=O)(=O)N2CCCCC2)c1	-15	9	94*	-20	1	1	5	29	1
16	CC(=O)N1N=C(c2ccc(C(C)(C)C)cc2)OC1(C)C	8	-4	-3	-12	8	4	-8	6	-5
29	C/C(=N\N=C(N)N)c1cccc(Cl)c1	-6	0	6	-16	11	1	0	35	2

Further structures
no.	canonical_smiles	p47phox inh	RBBP9 inhibitor	BaF3 parental	Furin inhibitor	PGE2 EP2 inh	p97 ATPase inh	TbHK1 inh	PPC-1+TRAIL kill	Ba/F3 V617F tox
51	CC(C)(C)c1[nH]nc2c1C(c1ccncc1)C(C#N)=C(N)O2 (stereo not given)	-17	-5	5	-18[20 µM]	3	0	4	5	-2
52	O=C(CN1CCN(c2ccccc2)CC1)Nc1cccc([N+](=O)[O-])c1	-8	-4	6	-31	5	4	-4	7	-2
53	CC(C)CC(NC(=O)OC(C)(C)C)c1cn([C@@H](Cc2cc3ccccc3[nH]2)C(=O)N2CCN(C(=O)OC(C)(C)C)CC2)nn1 (stereo not given in full)	-346	-5	-1	-31	·	2	5	-3	3
54	Cc1ccc(Cl)cc1NC(=O)C1CC(=O)Nc2ncnn21 (stereo not given)	-3	6	-4	-28	6	3	-12	24	0
55	O=C1CC(C(=O)Nc2cccc(Cl)c2)n2ncnc2N1 (stereo not given)	-16	-4	2	-33	5	4	3	10	-3
56	CN(C1CCCCC1)S(=O)(=O)Cc1ccccc1	-13	7	2	-16	7	2	-3	15	-2

The list is partial; rates above refer to the full screens.
